# AMA1-RON2 inh – AMA1-RON2 (P. falciparum) interaction inhibition; AlphaScreen AMA1-biotinylated RON2 peptide binding; Potency, µM (highest dose often 58.2 µM), for inactives: at the highest dose activity change, negative = inhibition, usual class: inhibitors; 360,000 compounds, 0.2% hits; AID 720542;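 note: potency is the fitted concentration of half-maximal effect; 0% = vehicle wells and -100% = peptide control; nearly all actives have a fitted effect of over 45% in size; some results filed as inactive show a strong effect at the top dose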
#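 AMA1 (3D7) with his tag at 25 nM final met compounds first, then biotinylated RON2 peptide at 25 nM; detection used donor plus acceptor beads, 10 µg/mL apiece, read by AlphaScreen after 30 min at room temperature.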
# HCMV inh – inhibitors of human cytomegalovirus; 410,000 compounds, 4.5% hits; HFF cells, HCMV-luciferase reporter, 72 h; stronger effect = lower value; activity change, negative = inhibition, % at 57.5 µM; in the data active = activity change below about -60%; inconclusive = no clear call, values can overlap the other calls; inactive = above about -39%
#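 Two-dose cell screen: HFF monolayers treated with compounds and infected with luciferase-expressing HCMV at 1 PFU/cell, 72 h at 37C, then lysed for luciferase measurement.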
# HCV inhibitor – blocks hepatitis C virus; Potency, µM (titrated, usually from 41.8 µM), inactives show at the highest dose activity change, negative = inhibition, usual class: inhibitors; Huh7.5.1 HCVcc-Cre infection, luciferase reporter, 44 h; 340,000 compounds, 3.4% hits; note: potency is the fitted concentration of half-maximal effect
#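 Cells (1,000/well) were plated 4 h before compound, then infected with HCVcc-Cre virus (~0.5 moi). After 44 h further culture, infection was read as luciferase luminescence following a 15 min substrate incubation at room temperature.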
# Tb PYK inh – blocks Trypanosoma brucei pyruvate kinase; 410,000 compounds, 0.12% hits; Potency, µM (series often up to 76.8 µM), inactives show top-dose activity, negative = inhibition, actives largely listed as inhibitors; TbPYK enzyme, Kinase-Glo Plus ATP luminescence, 45 min; Q57TT1; note: potency is the fitted concentration of half-maximal effect; nearly all actives have a fitted effect of over 50% in size
#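 Screened from lowest to highest concentration, compounds were pinned into TbPYK/substrate mixtures, and ADP (130 uM final) was added. Plates sat at room temperature for 45 min prior to Kinase-Glo Plus detection by luminescence.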
# AmpC inh no detg – AmpC beta-lactamase inhibition without detergent | P00811 | 330,000 compounds, 0.52% hits | AmpC nitrocefin hydrolysis, absorbance 480 nm, 0.0001% Triton | AID 485341 | Potency, µM (highest dose often 57.1 µM), inactives show at the highest dose activity change, negative = inhibition, actives largely listed as inhibitors;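 note: potency is the fitted concentration of half-maximal effect; plate controls were no compound for no effect and no enzyme for full effect; nearly all actives have a fitted effect of over 20% in size; some results filed as inactive show a strong effect at the top dose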
# Target sequence (P00811 whole entry, looked up): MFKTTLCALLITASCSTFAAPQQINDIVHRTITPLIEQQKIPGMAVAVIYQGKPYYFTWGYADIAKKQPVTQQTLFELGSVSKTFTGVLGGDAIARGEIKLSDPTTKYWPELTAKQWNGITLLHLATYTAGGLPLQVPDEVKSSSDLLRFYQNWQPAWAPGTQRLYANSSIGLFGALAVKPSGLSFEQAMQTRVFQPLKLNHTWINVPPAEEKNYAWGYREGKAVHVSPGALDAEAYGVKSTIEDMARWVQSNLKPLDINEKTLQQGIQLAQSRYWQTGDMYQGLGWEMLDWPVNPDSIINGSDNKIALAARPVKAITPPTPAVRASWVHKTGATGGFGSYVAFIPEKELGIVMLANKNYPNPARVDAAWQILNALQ
#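 AmpC (5.3 nM in the dispensed reagent) in 20 mM phosphate pH 7.0 with 0.01% (detergent screen) or 0.0001% Triton X-100 was preincubated with compounds for 15 min at room temperature. Nitrocefin was then added from an 800 uM solution, and hydrolysis was followed at 480 nm.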
# LmPK inhibitor – inhibitors of Leishmania mexicana pyruvate kinase. Q27686. purified LmPK, Kinase-Glo ATP luminescence, 1 h. Potency, µM (highest dose often 57.5 µM), inactives show at the highest dose activity change, negative = inhibition, usual class: inhibitors. 290,000 compounds, 0.37% hits; note: potency is the fitted concentration of half-maximal effect
# Target sequence (Q27686 whole entry, looked up): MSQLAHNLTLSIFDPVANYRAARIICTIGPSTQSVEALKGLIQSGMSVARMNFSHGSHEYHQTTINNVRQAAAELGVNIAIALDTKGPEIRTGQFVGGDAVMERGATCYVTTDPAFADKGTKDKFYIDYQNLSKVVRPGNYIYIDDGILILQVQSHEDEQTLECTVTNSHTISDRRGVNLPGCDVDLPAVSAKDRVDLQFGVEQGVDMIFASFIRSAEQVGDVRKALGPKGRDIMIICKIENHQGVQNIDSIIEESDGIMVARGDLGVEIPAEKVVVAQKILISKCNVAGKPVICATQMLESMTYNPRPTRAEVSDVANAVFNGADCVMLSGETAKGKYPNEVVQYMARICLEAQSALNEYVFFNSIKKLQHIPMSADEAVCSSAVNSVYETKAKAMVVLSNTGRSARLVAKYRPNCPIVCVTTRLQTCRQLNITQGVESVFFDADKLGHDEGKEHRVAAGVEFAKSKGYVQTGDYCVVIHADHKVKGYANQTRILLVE
#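 Screened at intermediate enzyme activity to detect both inhibitors and activators: LmPK at 0.1 nM, with a 0.5 nM enzyme column as activation reference. PEP 0.5 mM, ADP 0.1 mM; ATP detected by luminescence after 1 h.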
# AmpC inh detg – AmpC beta-lactamase inhibition with detergent present; P00811; AmpC hydrolysis of nitrocefin, absorbance 480 nm, 0.01% Triton; Potency, µM (top dose mostly 114 µM), for the others: top-dose activity change, negative = inhibition, most hits filed as inhibitors; 370,000 compounds, 0.041% hits;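 note: potency is the fitted concentration of half-maximal effect; 0% = no-compound wells and -100% = no-enzyme wells; nearly all actives have a fitted effect of over 25% in size; some results filed as inactive show a strong effect at the top dose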
#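 20 mM phosphate pH 7.0 + 0.01% (detergent screen) or 0.0001% Triton X-100; 5.3 nM AmpC reagent; cpd preinc 15 min RT; nitrocefin (800 uM stock) to start; A480 q20 s × 4 min; Activity was normalised to no-enzyme and no-compound control wells.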
# The depositor's hits bear a star; ? = inconclusive; . = no result given; & = joins results of further samples; [ ] = dose if it differs, or a comment. Unless noted, calls come from the whole dose curve; as a rule, active = well fitted curve in the direction sought with a large enough effect; inconclusive = small, poorly fitted or top-dose-only effect, or another doubt; inactive = no such curve, though single readings can be large; an effect the other way counts as inactive or inconclusive. Unless noted, % is set by controls: 0 for no effect and ±100 for the full control effect.
no.	structure	AMA1-RON2 inh	HCMV inh	HCV inhibitor	Tb PYK inh	AmpC inh no detg	LmPK inhibitor	AmpC inh detg
1	Cc1ccc(C)c(NC(=O)C(=O)NCCCN2CCOCC2)c1	14.3%	-10.1&-2.4	-8.1%	3.1%&1.6%	-19.0%	-3.8%	2.2%&6.4%
2	CC1=C(C(=O)Nc2ccccc2)C(c2ccccc2)N2C(=O)CSC2=N1 (stereo not drawn)	-5.2%	-26.6	5.6%	10.1%	-18.5%	9.7%	-9.6%
3	Cc1ccc(NS(=O)(=O)c2cccc3cccnc23)cc1Cl	3.2%	-93.8*	?	-10.9%	-30.9%	4.9%	?
4	O=C(C=C(C(=O)c1ccccc1)c1ccccc1)c1ccccc1	-12.0%	-30.0	?	1.4%	.	.	.
5	Cc1cc(NC(=O)C(Cl)(Cl)Cl)no1	19.2%	32.1	-7.2%	-11.4%	-5.5%	4.1%	-5.6%
6	CCCOc1ccc(-c2nn(-c3ccccc3)cc2C2NC(=O)NC(C)=C2C(=O)OC)cc1C (stereo not drawn)	.	-5.6	.	-3.5%	.	.	?
7	COc1ccccc1NC(=O)CC(=O)CSc1nnc(-c2ccc(C)cc2)n1C	8.1%	15.5	-17.0%	-2.6%	-12.0%	-1.0%	?
8	CC(C)Cn1c(CN(C)Cc2ccccc2)nc2c1c(=O)n(C)c(=O)n2C	-4.6%	-34.7	?	0.9%	127.8%[activator]	-0.1%	?
9	CCN(CC)S(=O)(=O)c1ccc(O)c(C(=O)OCC(=O)N2CCCC2)c1	0.1%	-17.9	13.5%	-1.0%	-1.8%	-1.9%	?
10	Oc1cccc(CCc2ccccn2)c1	-9.7%	0.5	?	-2.4%	.	.	.
11	O=C(Cc1ccccc1)Nc1ccc(NC(=O)c2ccccc2)c(Cl)c1	0.0%	16.6	-20.6%	-5.6%	-37.3%	0.1%	-10.7%
12	CCc1ccc(CN2CCc3nc(Nc4ccc5c(c4)OCCO5)ncc3C2)cc1	.	-35.7	.	3.5%	.	.	-2.8%
13	NC(=O)CC[C@H](NC(=O)[C@H](Cc1ccccc1)n1c(=O)[nH]c2ccccc2c1=O)C(=O)N1CCC[C@H]1C(=O)O	-6.9%	17.6	3.5%	1.1%	-26.0%	-3.8%	?
14	CCOC(=O)c1sc(NC(=O)c2ccccc2F)c(C(N)=O)c1C	-17.2%	4.4	-6.0%	1.2%	-29.9%	0.0%	-4.6%
15	CCOC(=O)N1CCC2(CC1)C(C(=O)C13CC4CC(CC(C4)C1)C3)C2(C#N)C#N (stereo not drawn)	-5.9%	-26.1	-10.7%	-7.4%	-20.1%	0.2%	-0.1%
16	CCCN=C1N(C)C[C@@H]2[C@@H]3C(=O)N(Cc4ccccc4)C(=O)[C@@H]3[C@](C)(C(=O)OC)N12	-0.8%	.	12.0%[8.37 µM]	1.7%	-10.3%	.	.
17	COc1ccc(C(C)NC(=O)C2CCCC2)cc1OC (stereo not drawn)	1.6%	-4.2	10.8%	-4.0%	-13.5%	2.1%	2.0%
18	CCC(CC)NC(=O)Nc1ccccc1C(F)(F)F	-17.2%	1.7	2.3%	2.0%	-14.8%	-1.2%	3.1%
19	O=C(NCc1cccnc1)c1cc(C2CCCN(C(=O)c3cccs3)C2)on1 (stereo not drawn)	-5.7%	-7.5	.	-3.8%	.	.	.
20	CCN(CC)S(=O)(=O)c1cccc(C(=O)N/N=C2\CCCC(=O)C2)c1	59.8%[activator]	-17.5	32.1%[activator]	-3.2%	-10.3%	-0.7%	?
21	O=C(O)Cn1ncc2ccccc2c1=O	9.1%	-6.4	-3.8%	-3.0%	4.3%	-3.7%	1.7%
22	O=C(N/N=C/c1ccc2c(c1)OCO2)c1cc(-c2ccc(F)cc2)nc2ccccc12	-5.4%	13.2	-24.8%	1.9%	2.1%	2.9%	5.5%
23	C=CCC(CC=C)(CNC(=O)C(=O)Nc1ccc(C(=O)OCC)cc1)c1ccccc1	.	22.2	.	3.7%	.	.	14.4%
24	COc1ccc(C(=O)C2CCN(CC(=O)Nc3ccc(OC)cc3OC)CC2)cc1	-15.7%	-1.7	?	1.0%	81.4%[activator]	0.9%	-5.3%
25	Cc1ccc(Cn2ccc(NC(=O)c3cc4nc(-c5ccco5)cc(C(F)(F)F)n4n3)n2)cc1	0.4%	14.8	-18.1%	4.0%	-18.2%	3.0%	-1.1%
26	CCOc1ccc(CC2c3cc(OCC)c(OCC)cc3CCN2C(=O)CN2CCN(C)CC2)cc1OCC (stereo not drawn)	5.5%	16.1	-12.0%	5.4%	198.2%[activator]	6.9%	-6.1%
27	CCCC(=O)Nc1ccc(Cl)c(NC(=O)c2cccc(OC)c2)c1	-8.7%	-78.9*	?	-3.5%	-9.0%	4.8%	-6.8%
28	O=S(=O)(c1ccc(OC(F)(F)F)cc1)N1CCCC(N2CCOCC2)C1 (stereo not drawn)	14.8%	6.4	?	4.2%	12.1%	-0.6%	-6.2%
29	Cc1cccc(CC(=O)Nc2cccc(-c3cn4cccnc4n3)c2)c1	.	10.0	.	0.8%	.	.	7.6%
30	CC1CCN(CCCCOc2ccccc2[N+](=O)[O-])CC1	-10.3%	-8.2	-12.0%	5.1%	-7.4%	-0.4%	-14.6%

# In another format: entries from further up
10	Oc1cccc(CCc2ccccn2)c1
5	Cc1cc(NC(=O)C(Cl)(Cl)Cl)no1

Compound	10	5
AMA1-RON2 inh	-9.7%	19.2%
HCMV inh	0.5	32.1
HCV inhibitor	?	-7.2%
Tb PYK inh	-2.4%	-11.4%
AmpC inh no detg	.	-5.5%
LmPK inhibitor	.	4.1%
AmpC inh detg	.	-5.6%

# Entries of single compounds as entered above:
# O=C(Cc1ccccc1)Nc1ccc(NC(=O)c2ccccc2)c(Cl)c1 is listed as AMA1-RON2 inh = 0.0%; HCMV inh = 16.6; HCV inhibitor = -20.6%; Tb PYK inh = -5.6%; AmpC inh no detg = -37.3%; LmPK inhibitor = 0.1%; AmpC inh detg = -10.7%
# CCc1ccc(CN2CCc3nc(Nc4ccc5c(c4)OCCO5)ncc3C2)cc1 is listed as AMA1-RON2 inh = .; HCMV inh = -35.7; HCV inhibitor = .; Tb PYK inh = 3.5%; AmpC inh no detg = .; LmPK inhibitor = .; AmpC inh detg = -2.8%

# Additional structures follow:
nr | Compound | AMA1-RON2 inh | HCMV inh | HCV inhibitor | Tb PYK inh | AmpC inh no detg | LmPK inhibitor | AmpC inh detg
31 | CN(C)CCCNc1ncnc2sc(-c3ccccc3)cc12 | ? | -6.3 | ? | -5.5% | 30.6% | -12.0% | -12.4%
32 | CN(C(=O)COc1ccccc1)c1ccc([N+](=O)[O-])cc1 | -3.6% | -30.7 | . | 6.3% | . | . | .
33 | COC(=O)C1CC2=C(CCCC2=O)NC1=O (stereo not drawn) | 8.6% | -2.8 | 0.9% | 2.0% | . | . | .
34 | Cc1cc(C)nc(SCC(=O)NNC(=O)c2cccs2)n1 | 12.0% | 0.0 | ? | 0.9% | -11.7% | -1.7% | -5.1%
35 | COc1cc(OC)c(OC)cc1CN1CCCC(C(=O)N2CCCCC2)C1 (stereo not drawn) | -22.9% | 1.5 | 9.8% | -1.3% | -4.3% | -3.6% | -5.7%
36 | Cc1cccc(Nc2ccncc2S(N)(=O)=O)c1 | 10.9% | 16.4 | 5.2% | 2.4% | . | . | .
37 | O=C(O)CCc1ccc(-c2ccc(F)cc2)n1CC1CCCO1 (stereo not drawn) | -7.7% | -0.7 | 28.1% | -11.9% | -13.6% | 0.6% | -0.4%
38 | C=C1C(C)C2C(Cc3ccccc3)NC(=O)C23C(OC(C)=O)C=CC(C)(O)CC(C)CC=CC3C1O (stereo not drawn) | 12.3% | -28.1 | 18.2% | -4.0% | . | . | .
39 | COc1ccc(-c2ccc(C(=O)N3CCN(C)CC3)c3occc23)c(C)c1 | -2.6% | ? | . | -3.4% | . | . | .
40 | O=C1/C(=C/c2ccc(F)cc2)Oc2cc(OC(=O)N3CCOCC3)ccc21 | -4.0% | 30.8 | ? | 4.3% | -11.0% | 1.5% | -0.5%
41 | CCN(CC(=O)Nc1ccc(NC(C)=O)cc1)C(=O)c1cccc2ccccc12 | -1.8% | -21.5 | -5.0% | -1.5% | -22.5% | . | 5.2%
42 | Cc1nc(SCC(=O)N2CCc3ccccc32)n[nH]1 | 0.9% | 32.5 | -10.0% | -6.5% | -37.9% | 2.0% | -6.4%
43 | O=C(CCc1nnc2ccc(NCc3ccccc3)nn12)NC1CCCCC1 | 5.2% | ? | 13.4% | -6.0% | -12.0% | -7.0% | 1.1%
44 | CC(=O)N1c2ccc(S(=O)(=O)NCC3CCC(C(=O)N4CC(C)CC(C)C4)CC3)cc2CC1C (stereo not drawn) | -4.8% | -27.9 | 14.1µM* | -7.4% | 160.1%[activator] | -2.1% | 1.3%
45 | Cc1ccc(NC(=O)C(C)N=C2NS(=O)(=O)c3ccccc32)cc1 (stereo not drawn) | ? | 0.1 | 36.3%[activator] | -13.6% | -27.9% | 6.2% | -8.9%
46 | Cc1cc2nnc(SCC(=O)NC3CCCCC3)n2c(N)n1 | 5.6% | -34.9 | 0.1% | 0.0% | 18.9% | -9.2% | 2.7%
47 | CSC1=N/C(=C\c2ccccc2F)C(=O)S1 | 5.5% | 40.6 | 8.6% | 7.3% | -48.5% | -2.9% | ?
48 | CCCCC(=O)N1CCN(c2nc3ccc(OCC)cc3s2)CC1 | -1.5% | -18.3 | -1.0% | 11.6% | 0.4% | -11.4% | -14.1%
49 | O=C(NC(Nc1nc2ccc([N+](=O)[O-])cc2s1)(C(F)(F)F)C(F)(F)F)c1ccccc1Cl | -6.5% | ? | 0.562µM* | -8.5% | -30.0% | 2.9% | -13.9%
50 | CCN1CCN(CCNC(=O)c2ccc(CS(=O)(=O)c3ccccc3C)o2)CC1 | -8.6% | -12.8 | 21.0% | 14.3% | -4.2% | -3.0% | -1.3%
51 | Cn1cc(CNCc2cnc3ccccn23)c(-c2ccc(Oc3ccccc3)cc2)n1 | 28.2µM* | ? | ? | -12.5% | 157.6%[activator] | -3.3% | 3.9%
52 | Cc1cc(C)nc(N/N=C/c2ccccc2OCc2ccccc2)n1 | 37.7%[activator] | ? | ? | -2.7% | -49.5% | -1.8% | -4.8%
53 | COc1ccc(C(=O)Nc2ccnn2C2CCN(C3CCC3)CC2)cc1 | 9.3% | 0.0 | 3.3% | 4.6% | -8.4% | -4.3% | 6.8%

# Source: PubChem BioAssay

# No enrichment for hits; 7.5% or so of the library scored in one or more.
